FXIa inh 1536 – factor XIa (human) inhibition | inhibition, % at 5 µM | 0.14% of 220,000 active | AID 798 | purified FXIa, Boc-Glu-Ala-Arg-AMC fluorogenic substrate;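 active = inhibition of at least 40%; inactive = inhibition below 40%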;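 note: fluorescence of freed AMC excited at 355 nm; 0% = enzyme without compound and 100% = no enzyme blank; many of its hits are not listed in these tables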
L929 necroptosis – blocks zVAD induced death of L929 cells. viability rescue, % at 10 µM. 0.38% of 220,000 active. L929 zVAD necroptosis rescue, ATP luminescence, 24 h; with zVAD 60 µM;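 active = activation, scaled between plate controls, above about 75%, limit read from the data; inactive = activation under that limit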;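 note: 0% = zVAD with DMSO and 100% = DMSO alone without zVAD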
TbHK1 inh – blocks Trypanosoma brucei hexokinase 1 activity. recombinant TbHK1, G6PDH-coupled NADH A340. inhibition, % at 10 µM. 0.11% of 220,000 active;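 active = inhibition of 50% or more in the single-dose primary screen; inactive = inhibition below 50%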
FXIIa inh 1536 – factor XIIa (human) inhibition. P00748. purified FXIIa, Boc-QGR-AMC fluorogenic substrate, 2 h. inhibition, % at 5 µM. 0.3% of 220,000 active. AID 800; in the data active = inhibition above about 40%;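 note: 0% = enzyme with no compound and 100% = blank without enzyme; many of its hits are not listed in these tables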
Target sequence (P00748 20-372 limits assumed): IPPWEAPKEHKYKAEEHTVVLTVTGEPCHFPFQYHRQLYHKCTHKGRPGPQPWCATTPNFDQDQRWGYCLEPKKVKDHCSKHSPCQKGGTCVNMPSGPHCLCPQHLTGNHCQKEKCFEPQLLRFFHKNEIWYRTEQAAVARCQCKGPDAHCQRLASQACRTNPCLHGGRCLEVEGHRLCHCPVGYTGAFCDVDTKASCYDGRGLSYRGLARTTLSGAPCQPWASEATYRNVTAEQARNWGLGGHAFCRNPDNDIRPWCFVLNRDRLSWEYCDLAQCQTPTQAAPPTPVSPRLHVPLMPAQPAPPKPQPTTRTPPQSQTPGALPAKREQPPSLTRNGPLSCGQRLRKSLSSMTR
Target sequence (P00748 373-615 limits assumed): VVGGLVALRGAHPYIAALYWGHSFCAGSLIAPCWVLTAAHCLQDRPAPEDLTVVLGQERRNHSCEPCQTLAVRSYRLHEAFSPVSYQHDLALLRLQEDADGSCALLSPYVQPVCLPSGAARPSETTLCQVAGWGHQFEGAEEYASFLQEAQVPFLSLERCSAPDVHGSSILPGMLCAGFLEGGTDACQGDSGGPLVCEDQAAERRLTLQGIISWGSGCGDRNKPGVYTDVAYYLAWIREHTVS
TNF necrop inh – inhibitors of TNF-alpha induced necroptosis in Jurkat FADD-/- cells; Jurkat FADD-/- TNF necroptosis rescue, ATP luminescence, 24 h; 0 = TNF only, 100 = no-TNF cells; 0.068% of 220,000 active; AID 463075; activation (protection from cell death), % at 10 µM;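 active = activation, meaning protection from cell death, of at least 50% relative to plate controls; inactive = activation below 50%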;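 note: necroptosis triggered by 40 ng/mL TNF-alpha added together with compound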
Wee1 stabilizer – human Wee1 degradation inhibition, primary screen; HeLa Luc-Wee1K328M stability, luciferase luminescence; 100% = proteasome inhibitor MG132 effect; reporter increase, % at 5 µM; 1.2% of 220,000 active; AID 1321;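 active = activation above the mean of all tested compounds plus 3 SD, set per screening run, cut at about 8.8% in these data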;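 note: cells exposed to compound for 20 h before luminescence read; 0% = DMSO alone and 100% = MG132 at 30 µM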
CHOP inhibitor – inhibitors of CHOP induction in ER stress response; CHO-K1 CHOP-promoter luciferase, tunicamycin-induced, 15-18 h; inhibition, % at 10 µM; 3.8% of 220,000 active; AID 2732;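 active = compounds that reduced the stress-induced luciferase reporter signal by more than about 70% of percent inhibition, limit read from the data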;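 note: 0% = tunicamycin plus vehicle and 100% = wells without tunicamycin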
PGE2 EP2 inh – blocks the human prostaglandin E2 receptor EP2; 0.52% of 260,000 active; inhibition, % at 25 µM; P43116; C6 glioma cells expressing human EP2, cAMP TR-FRET; cells stimulated with saturating PGE2;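 active = percent inhibition above 40 after rounding to a whole number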;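 note: rat C6 glioma host cells with rolipram phosphodiesterase inhibitor present; the protocol text gives 20 µM as final concentration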
Target sequence (P43116 whole entry, looked up): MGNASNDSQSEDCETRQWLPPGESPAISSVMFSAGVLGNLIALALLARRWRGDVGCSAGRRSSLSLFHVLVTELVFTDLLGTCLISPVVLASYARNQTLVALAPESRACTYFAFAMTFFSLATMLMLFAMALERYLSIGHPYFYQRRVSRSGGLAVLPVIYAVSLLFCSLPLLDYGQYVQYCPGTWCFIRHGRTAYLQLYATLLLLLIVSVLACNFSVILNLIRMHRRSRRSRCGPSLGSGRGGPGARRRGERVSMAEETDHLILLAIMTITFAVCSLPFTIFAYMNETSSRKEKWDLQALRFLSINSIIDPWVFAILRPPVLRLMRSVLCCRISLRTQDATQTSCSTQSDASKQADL
PPC-1+TRAIL kill – PPC-1 cancer cell killing with TRAIL present | PPC-1 cells + TRAIL, ATPLite viability luminescence | cell killing (% activity), % at 4 µM | 0.41% of 220,000 active;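 active = cell killing above 50% in the first pass at 4 µM, then a duplicate retest at 5 µM averaging 50% or more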;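 note: plate controls were cells with TRAIL plus DMSO for no effect and medium-only wells lacking cells for full effect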
* hit, by the source's call; x = no result given; & = joins results of further samples. Only part of the results is shown. The share of hits here may be higher or lower than overall.

SMILES	FXIa inh 1536	L929 necroptosis	TbHK1 inh	FXIIa inh 1536	TNF necrop inh	Wee1 stabilizer	CHOP inhibitor	PGE2 EP2 inh	PPC-1+TRAIL kill
CCOC(=O)N1CCN(CCC(=O)Nc2ccc(C)cc2)CC1	-4	-1.3	-5	-4	0.5	-2	13	4	29
CC1=CN2C(=N)/C(=C/c3ccc(Sc4ccc(Cl)cc4)o3)C(=O)N=C2S1	8	0.5	-5	9	1.2	0	77*	4	4
O=C(CCCOc1ccc(Cl)cc1Cl)NCCCn1ccnc1	1	-1.8	-2	6	-1.0	-3	17	3	3
Cc1ccc(-c2nnc(N(C)C(=O)c3cccnc3)s2)cn1	6	0.0	1	16	-2.7	3	-30	17	13
O=C(O)CCc1ccc(-c2ccc(Br)cc2)n1CC(=O)O	7	-0.2	-1	1	-2.3	4	25	2	13
O=C(CN1CCNCC1)Nc1ccccc1Cl	-7	-0.1	0	3	-1.4	-2	58	5	-14
COc1ccc(-c2nc(Cc3ccc(Cl)cc3)no2)cc1OC	-2	-1.1	-6	2	0.8	-2	43	18	10
CCOc1ccccc1C1C(C(N)=O)=C(C)Nc2nc(-c3ccccc3Cl)nn21 (stereo not given)	16	0.1	-1	13	-0.7	-2	27	8	8
Cn1c(SCC(=O)N2CCOCC2)nc2sc3c(c2c1=O)CCCC3	4	0.0	-6	24	-4.3	-2	7	5	4
Cc1nc2ccccc2nc1OCC(=O)Nc1ccc2ccccc2c1	-6	-0.1	36	-2	1.4	-2	36	3	4
O=C(NN1CCOCC1)c1cccc2ccccc12	-1	0.0	1	8	2.6	2	15	9	-3
Cc1cc(Cl)ccc1OCC(=O)Nc1nc(-c2cccnc2)cs1	11	-0.6	-9	19	0.5	0	-15	3	4
O=C(Nc1cccc(C(=O)N2CCOCC2)c1)NC1CCCCC1	3	0.2	-4	10	-2.6	1	-3	6&7	-1
CC(=O)OCC1(C)CN(c2ccccc2)N(C(C)=O)C1=O (stereo not given)	0	-1.0	6	11	-2.3	-4	8	6	-1
O=S(=O)(c1cccc2cccnc12)N(CCO)CCO	-14	0.6	5	-7	0.8	-3	21	8	8
CC(C)N(Cc1nccn1C)C(=O)CC1C(=O)NCCN1Cc1ccccc1C(F)(F)F (stereo not given)	-1	-0.2	-8	3	0.2	7	15	8	17
CC1CC(=O)N(C)c2cc([N+](=O)[O-])ccc2N1 (stereo not given)	-3	3.0	-28	-4	-2.3	2	-1	2	7
CC1Cc2ccccc2N1C(=O)c1ccc(N2CCCC2)c([N+](=O)[O-])c1 (stereo not given)	3	0.2	-7	10	1.4	0	1	7	-6
COC(=O)c1cccc(NC(=O)CC2C(=O)NCCN2C(=O)c2ccc(F)cc2F)c1 (stereo not given)	3	-0.5	0	7	-0.8	2	-12	10	7
CC1CCCC(C)N1S(=O)(=O)c1ccc(NC(=O)CNCC2CCCO2)cc1 (stereo not given)	0	0.0	31	14	2.1	-1	23	5	2
C=CCn1c(SCc2csc(C)n2)nc2sc3c(c2c1=O)CCC(C)C3 (stereo not given)	9	1.1	-3	16	-4.4	3	35	1	3
Cc1ccnc(N2CCC(C(=O)Nc3ccc(Oc4ccccc4)cc3)CC2)n1	5	0.4	-12	15	-3.5	-4	69	x	4
Cc1ccccc1N(C(=O)Cn1nnc(-c2cccs2)n1)C(C(=O)NCCC(C)C)c1ccco1 (stereo not given)	3	-0.3	0	10	-2.4	-1	6	14	-4
COCC(=O)NNC(=S)Nc1cccc(C)c1C	-3	2.2	0	6	0.5	3	4	8	-18
CCC(=O)N1CCc2cc(Br)cc(S(=O)(=O)N(C)c3ccc(OC)cc3OC)c21	-1	-1.6	3	6	-3.9	4	6	4	19
CCC(=O)NC(=S)Nc1ccccc1C(F)(F)F	x	0.1	3	x	-3.4	-2	x	3	x
COc1cc(NC(=O)c2ccccc2)c(OC)cc1NC(=O)CN1CCOCC1	-5	0.8	-8	-9	-4.7	-3	0	13	7
CCCc1cc(=O)oc2cc(OCc3nn[nH]n3)ccc12	-8	-0.1	-9	2	-1.6	5	11	7	26
COc1ccccc1Nc1c([N+](=O)[O-])cncc1[N+](=O)[O-]	-1	1.3	-6	9	-1.6	-3	-19	4	7
COc1ccc(Cn2c(=O)[nH]c3cc(C(=O)NCCCN4CCCC4=O)ccc3c2=O)cc1	2	2.5	-12	14	-0.8	0	19	12	10
S=c1[nH]nc(-c2ccc3ccccc3n2)n1-c1ccc2c(c1)OCCO2	0	2.9	-25	4	-1.7	-1	3	8	20
CCSC1=C(C#N)C(c2ccc3c(c2)OCO3)C2=C(CCCC2=O)N1 (stereo not given)	-2	-1.2	-9	11	-2.6	4	40	6	14
O=C(NNC(=O)C1[C@H]2CCCC[C@@H]12)c1ccc(=O)oc1 (stereo not given in full)	1	0.8	-29	0	0.9	-1	-1	10	12
CCn1c(C)nc2cc(C(=O)OC(C(F)(F)C(F)F)C(F)(F)C(F)F)ccc21	-2	-0.1	-9	-1	0.7	-1	74*	x	19
CCCC(C)NCC(=O)Nc1ccccc1-c1ccccc1 (stereo not given)	-9	0.1	4	4	0.4	6	-7	6	4
Cc1c(Br)cc(C(=O)NCc2ccco2)c(C)c1C	5	0.5	-5	19	-0.8	1	5	10	20
Cc1nc2sc(C(c3ccco3)N3CCN(c4ccccc4)CC3)c(O)n2n1 (stereo not given)	x	3.2	-17	x	0.4	-4	x	12	23
CC1(C)CN2C(=O)c3ccccc3C2(C)S1 (stereo not given)	1	6.6	-4	14	-0.1	-2	9	7	-12
O=C1c2ccccc2C(=O)N1CCN1CCc2ccccc21	-4	-1.4	-5	8	-1.0	-2	-19	3	11
Cc1nc(-c2ccc3c(c2)CCC(=O)N3)cs1	-5	0.3	-5	11	-7.0	-2	-16	4	-12
Clc1ccc(CSc2nnc(-c3sccc3-n3cccc3)o2)cc1	-5	-0.1	1	5	-1.7	0	33	6	-4
NC(=O)CSc1cn(Cc2ccc(F)cc2)c2ccccc12	-2	1.5	-1	2	-1.0	0	-5	11	20
COC(=O)c1ccc(CSc2nnc3sc4ccccc4n23)o1	-5	0.8	3	20	0.5	0	2	10	10
Nc1nc(NCc2ccco2)nc(Nc2cccc(F)c2)c1[N+](=O)[O-]	11	1.7	-26	12	-0.9	1	19	12	14
Cc1ccc(OCC(=O)OC2CCCN(C)C2)cc1 (stereo not given)	-5	5.9	0	8	-0.4	-1	4	12&12	2
CC(C)CC(C(=O)NCc1ccccn1)N1C(=O)c2ccccc2C1=O (stereo not given)	-5	-0.2	-3	14	-2.8	4	-21	16	4
Cc1nc2c(cnn2-c2ccccc2Cl)c(=O)n1-c1ccc(N2CCC(C)CC2)cc1	2	1.3	-6	17	-3.0	-3	77*	7	2
Cc1ccc2c(c1)C(=O)N(CCCCO)C2=O	11	-0.1	-5	4	3.3	4	3	5	-9

Among those listed so far, these have four or more nitrogen atoms:
SMILES	FXIa inh 1536	L929 necroptosis	TbHK1 inh	FXIIa inh 1536	TNF necrop inh	Wee1 stabilizer	CHOP inhibitor	PGE2 EP2 inh	PPC-1+TRAIL kill
Cc1ccc(-c2nnc(N(C)C(=O)c3cccnc3)s2)cn1	6	0.0	1	16	-2.7	3	-30	17	13
CCOc1ccccc1C1C(C(N)=O)=C(C)Nc2nc(-c3ccccc3Cl)nn21 (stereo not given)	16	0.1	-1	13	-0.7	-2	27	8	8
CC(C)N(Cc1nccn1C)C(=O)CC1C(=O)NCCN1Cc1ccccc1C(F)(F)F (stereo not given)	-1	-0.2	-8	3	0.2	7	15	8	17
Cc1ccnc(N2CCC(C(=O)Nc3ccc(Oc4ccccc4)cc3)CC2)n1	5	0.4	-12	15	-3.5	-4	69	x	4
Cc1ccccc1N(C(=O)Cn1nnc(-c2cccs2)n1)C(C(=O)NCCC(C)C)c1ccco1 (stereo not given)	3	-0.3	0	10	-2.4	-1	6	14	-4
CCCc1cc(=O)oc2cc(OCc3nn[nH]n3)ccc12	-8	-0.1	-9	2	-1.6	5	11	7	26
COc1ccccc1Nc1c([N+](=O)[O-])cncc1[N+](=O)[O-]	-1	1.3	-6	9	-1.6	-3	-19	4	7
COc1ccc(Cn2c(=O)[nH]c3cc(C(=O)NCCCN4CCCC4=O)ccc3c2=O)cc1	2	2.5	-12	14	-0.8	0	19	12	10
S=c1[nH]nc(-c2ccc3ccccc3n2)n1-c1ccc2c(c1)OCCO2	0	2.9	-25	4	-1.7	-1	3	8	20
Cc1nc2sc(C(c3ccco3)N3CCN(c4ccccc4)CC3)c(O)n2n1 (stereo not given)	x	3.2	-17	x	0.4	-4	x	12	23
Nc1nc(NCc2ccco2)nc(Nc2cccc(F)c2)c1[N+](=O)[O-]	11	1.7	-26	12	-0.9	1	19	12	14
Cc1nc2c(cnn2-c2ccccc2Cl)c(=O)n1-c1ccc(N2CCC(C)CC2)cc1	2	1.3	-6	17	-3.0	-3	77*	7	2

Following part.
SMILES	FXIa inh 1536	L929 necroptosis	TbHK1 inh	FXIIa inh 1536	TNF necrop inh	Wee1 stabilizer	CHOP inhibitor	PGE2 EP2 inh	PPC-1+TRAIL kill
Cc1c(/C=N/NC(=O)C(NC(=O)c2ccc3c(c2)OCO3)C(C)C)c2ccccc2n1C (stereo not given)	5	5.3	-28	6	1.5	-1	48	-1	25
O=C(C1CCCN1C(=O)c1cccs1)N1CCc2ccccc21 (stereo not given)	4	-0.2	0	20	-3.6	-2	38	20	18
C=CCNC(=S)N/N=C/c1ccc(-c2ccc(Br)cc2)o1	3	1.0	11	3	-0.5	-2	-31	8	5
Cc1ccc(C)c(S(=O)(=O)N2CC(=O)Nc3ccccc32)c1	-7	0.5	3	10	-1.3	-2	6	8	-1
CC(C)Sc1nc2ccsc2c(=O)[nH]1	-4	0.7	0	4	0.0	0	29	11	1
C=CCNC(=O)c1ccc2nc(-c3ccccc3)c(-c3ccccc3)nc2c1	-3	0.2	-20	5	-7.2	0	-6	3	24
Cc1ccc2nc(N3CCOCC3)c3nncn3c2c1	4	x	-15	5	2.0	-1	-5	11	-6
CCOC(=O)c1ccc(OCc2c(C)noc2C)cc1	2	-0.1	4	17	0.9	0	-14	18	38
COc1ccc(Nc2nc(-c3ccc(OC)cc3)cs2)cc1	2	0.1	0	11	0.1	2	-23	2	-10
COc1cccc(/C=N/NC(=O)CCc2c(C)n[nH]c2C)c1	-4	-0.2	-18	7	6.2	0	20	10	16
CC(C)CCNC(=S)Nc1ccc(F)cc1	x	-0.4	1	x	-6.1	3	x	9	x
O=C1CCC(=O)N1CC1CC2CCC1C2 (stereo not given)	1	0.0	3	7	4.9	-1	2	11	8
O=C(NC(C(=O)N/N=C/c1ccccn1)c1n[nH]c(=O)c2ccccc12)c1ccccc1 (stereo not given)	-6	1.1	-3	0	-0.3	-1	-4	5	5
CCOC(=O)c1ccc2nc(NC(=O)C(C)C)sc2c1	5	69	1	13	7.3	3	26	8	-3
Cc1cc([N+](=O)[O-])ccc1N=Nc1c(N)[nH]n(-c2ccccc2)c1=O	4	2.0	-19	4	1.1	6	67	9	20
COC(=O)c1ccc(NC(=S)N2CCN(Cc3ccc(Cl)cc3)CC2)cc1	5	-0.1	-10	18	-1.5	0	89*	4	11
CC(C)CCNC1=NCCCCC1	1	-0.2	-1	12	-1.0	1	5	8	18
Cc1cc(NC(=O)COC(=O)CSc2nc3cc(Cl)ccc3n2Cc2ccccc2)no1	1	0.2	4	9	-3.3	1	35	14	5
O=C1CC(N2CCN(c3ccc(F)cc3)CC2)C(=O)N1Cc1cccs1 (stereo not given)	6	-1.1	0	7	-0.1	1	28	13	39
COC(CNS(=O)(=O)c1ccc(S(=O)(=O)N2CCCC2)cc1)OC	-5	-0.3	-3	2	1.0	-3	3	10	12
COc1ccc(C2=Nn3c(nnc3-c3ccncc3)SC2)cc1	6	0.7	-32	-3	-1.7	-2	39	9	20

Screening results deposited in PubChem BioAssay by several laboratories.
